JMJD2E inh: qHTS Assay for Inhibitors of Human Jumonji Domain Containing 2E (JMJD2E); Lysine-specific demethylase 4E (Homo sapiens), B2RXH2; JMJD2E catalytic domain, FDH-coupled NADH fluorescence (FDH is formaldehyde dehydrogenase); Potency, µM (titrated, usually from 57.1 µM), inactives show at the top dose activity change, negative = inhibition, actives largely listed as inhibitors; 230,000 compounds, 1.6% hits; active = well fitted inhibition curve with a large enough effect, not every such curve was filed as active; inconclusive = small, poorly fitted or top-dose-only effect, or another doubt; inactive = no such curve, though single readings can be large or run the other way;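 also: 0% = wells with enzyme and -100% = buffer wells without enzyme; nearly all actives have a fitted effect of over 50% in size; many of its hits are not listed in these tables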
Target sequence (B2RXH2 1-337 limits assumed): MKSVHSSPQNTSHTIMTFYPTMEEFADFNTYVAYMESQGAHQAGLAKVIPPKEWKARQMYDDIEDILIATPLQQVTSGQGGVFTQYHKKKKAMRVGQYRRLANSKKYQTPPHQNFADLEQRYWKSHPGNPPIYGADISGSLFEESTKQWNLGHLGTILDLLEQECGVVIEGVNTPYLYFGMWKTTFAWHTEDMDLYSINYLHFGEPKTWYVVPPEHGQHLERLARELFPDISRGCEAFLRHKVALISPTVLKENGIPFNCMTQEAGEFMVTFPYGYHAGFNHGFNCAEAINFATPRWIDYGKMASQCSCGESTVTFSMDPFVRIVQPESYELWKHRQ
aGal spleen mod: qHTS Assay for Inhibitors and Activators of Human alpha-Galactosidase From Spleen Homogenate | 240,000 compounds, 0.008% hits | Alpha-galactosidase A (Homo sapiens), P06280 | Potency, µM (top dose mostly 80 µM), inactives show at the top dose activity change, negative = inhibition, usual class: inhibitors | human spleen homogenate, 4MU-alpha-Gal fluorescence, 40 min;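 also: 0% = enzyme with vehicle and -100% = no enzyme basal signal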
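Fluorogenic readout (Ex 365/Em 440 nm) of 4-methylumbelliferone released from 1 mM 4-MU-alpha-galactoside by spleen homogenate, 40 min at 37C, pH 5.0. Data normalized to no-enzyme and enzyme controls; Hill-equation AC50 from compound titrations.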
GAA inhib: qHTS Assay for Inhibitors of Human alpha-Glucosidase as a Potential Chaperone Treatment of Pompe Disease | Lysosomal alpha-glucosidase (Homo sapiens), P10253 | purified human GAA, 4-MU-alpha-glucoside fluorescence | Potency, µM (top dose mostly 76.9 µM), for inactives: top-dose activity change, negative = inhibition, actives largely listed as inhibitors | 200,000 compounds, 0.005% hits;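 also: plate controls were uninhibited enzyme wells for no effect and no-enzyme background for full effect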
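Activity normalized between no-enzyme (basal) and enzyme-only wells. Conditions: 4 nM human enzyme, 400 uM fluorogenic substrate, citrate/phosphate pH 5.0 with Tween-20, 20 min room temperature, compounds up to 77 uM.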
ALDH1A1 block: qHTS Assay for Inhibitors of Aldehyde Dehydrogenase 1 (ALDH1A1). Aldehyde dehydrogenase 1A1 (Homo sapiens), P00352. AID 1030, 2008. 220,000 compounds, 7.3% hits. Purified ALDH1A1, NADH fluorescence, propionaldehyde substrate. Potency, µM (doses to about 75.3 µM), for the others: at the top dose activity, negative = inhibition, actives largely listed as inhibitors; active = well fitted inhibition curve with a large enough effect, not every such curve was filed as active; inconclusive = small, poorly fitted or top-dose-only effect, or another doubt; inactive = no such curve, though single readings can be large or run the other way;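 also: plate controls were no enzyme wells and a reference inhibitor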
GAA glycogen: qHTS Assay for Inhibitors and Activators of Human alpha-Glucosidase Cleavage of Glycogen | Lysosomal alpha-glucosidase (Homo sapiens), P10253 | Potency, µM (top dose mostly 76.4 µM), for inactives: at the top dose activity change, negative = inhibition, usual class: inhibitors | 300,000 compounds, 0.38% hits | recombinant GAA, glycogen substrate, Amplex Red glucose oxidase fluorescence | AID 2100, 2009;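 also: 0% = full enzyme reaction and -100% = no-enzyme basal signal; the screen sought inhibitors and activators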
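qHTS, 1536-well; enzyme 4 nM final; cpd up to 77 uM; substrate bovine liver glycogen 30 ug; 50 mM citrate/phosphate pH 5.0, 0.01% Tween-20; 37 C, 40 min; Amplex Red detection 45 min RT; Hill fit → AC50.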
RGS12 GoLoco inh: qHTS Assay for Inhibitors of RGS12 GoLoco Motif Activity (Red Fluorophore). Guanine nucleotide-binding protein G(i) subunit alpha-1 (Homo sapiens), P63096. Gai1:RGS12 GoLoco peptide FP, rhodamine, 10 min. Potency, µM (series often up to 61.6 µM), inactives show at the top dose activity, negative = inhibition, hits mostly inhibitors. 230,000 compounds, 0.44% hits; active = well fitted inhibition curve with a large enough effect, not every such curve was filed as active; inactive = no such curve, though single readings can be large or run the other way; also: % is scaled to controls: 0 for no effect and ±100 for the full control effect; nearly all actives have a fitted effect of over 30% in size; many of its hits are not listed in these tables
Target sequence (P63096 whole entry, looked up): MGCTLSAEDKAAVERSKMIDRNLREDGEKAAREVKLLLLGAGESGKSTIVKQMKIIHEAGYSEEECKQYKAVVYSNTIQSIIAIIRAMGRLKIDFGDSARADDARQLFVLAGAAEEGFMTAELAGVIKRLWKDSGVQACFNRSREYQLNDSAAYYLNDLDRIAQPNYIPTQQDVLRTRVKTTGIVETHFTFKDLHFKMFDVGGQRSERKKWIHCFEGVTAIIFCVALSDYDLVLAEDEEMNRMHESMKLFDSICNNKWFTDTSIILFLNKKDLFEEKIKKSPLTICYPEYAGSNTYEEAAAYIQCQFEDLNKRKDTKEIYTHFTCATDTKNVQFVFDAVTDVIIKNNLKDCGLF
aGlu spleen mod: qHTS Assay for Inhibitors and Activators of Human alpha-Glucosidase From Spleen Homogenate. human spleen homogenate, 4-MU-alpha-glucoside fluorescence. 240,000 compounds, 0.006% hits. Lysosomal alpha-glucosidase (Homo sapiens), P10253. Potency, µM (top dose mostly 79.9 µM), for inactives: top-dose activity change, negative = inhibition, usual class: inhibitors. AID 2112, 2009;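 also: 0% = enzyme with vehicle and -100% = no enzyme basal signal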
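Enzyme source: human spleen homogenate, 1 ug/well. Buffer 50 mM citric acid/K phosphate pH 5.0, 0.01% Tween-20. 4-MU-alpha-glucoside 1 mM; 37 C x 40 min; NaOH/glycine stop; fluorescence.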
SMN2 splice enh: qHTS Assay for Enhancers of SMN2 Splice Variant Expression | Potency, µM (series often up to 46.1 µM), inactives show at the highest dose activity change, positive = activation, usual class: activators | HEK293 SMN2-luciferase splicing reporter, luminescence, 30-36 h | 210,000 compounds, 2.8% hits; also: % of control where 0% means no effect; nearly all actives have a fitted effect of over 55% in size
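qHTS luciferase splicing reporter: luminescence rises when SMN2 exon 7 is included in transfected HEK293 cells. Compound exposure lasted 30-36 h at 37C, with 4.5 mM final sodium butyrate as control, followed by a ONE-Glo read.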
* = called active by the depositor; ? = inconclusive; . = not tested or not shown; & = joins results of further samples; [ ] = dose if it differs, or a comment. Unless noted, calls follow the shape of the dose curve; as a rule, active = well fitted curve in the direction sought with a large enough effect; inconclusive = small, poorly fitted or top-dose-only effect, or another doubt; inactive = no such curve, though single readings can be large; an effect the other way counts as inactive or inconclusive. Potency is read from the fitted curve at half-maximal effect. Only part of the results is shown; count on the stated rates, not on these rows.

Second line of a record – aGal spleen mod	ALDH1A1 block	GAA inhib	JMJD2E inh	RGS12 GoLoco inh	SMN2 splice enh	GAA glycogen	aGlu spleen mod
1	CCn1ccc2cc(OC)ccc2c1=S
→ -4%	-3%	-12%	?	9%	4%	3%	-5%
2	O=C(CSc1ccc(-c2ccc(F)cc2)nn1)Nc1ccc2c(c1)OCCO2
→ 2%	11%	0%	1%	82%[activator]	5%	-5%	-13%
3	C=CCn1c(C)cc(C(=O)COC(=O)/C=C/c2ccc(OC)cc2)c1C
→ 7%	?	3%	?	18%	-26%	4%	1%
4	CCN(CC)c1ccc(C(=O)N/N=C/c2ccc(OC)cc2OC)cc1
→ -1%	?	-5%	?	1%	-10%	-7%	0%
5	COc1cc2c(=O)n(CCCC(=O)NCC3CCCO3)c(=O)n(CC(=O)c3ccc(F)cc3)c2cc1OC (stereo unspecified)
→ 0%	?	-9%	1%	-3%	-34%[inhibitor]	4%	-19%
6	COc1cc(C(=O)OC(C)CN2CCOCC2)cc(OC)c1OC (stereo unspecified)
→ 5%&3%	-1%	-1%	-3%&0%	4%&-1%	-19%	-2%&3%	0%&-1%
7	Cc1ccc(-c2ccc(CCC(=O)O)n2C(C)C)cc1
→ 15%	?	11%	?	-10%	-1%	2%	7%
8	OC(COc1ccc(Cl)cc1)CN1CCCCC1 (stereo unspecified)
→ 7%	9%	-10%	4%	.	.	-2%	1%
9	COc1ccc(C(=O)Nc2ccc(S(=O)(=O)N3CCCC3)cc2)cc1
→ -2%	?	?	-6%	-1%	27%	7%	2%
10	COc1ccc(OCc2nc3c4c(ncn3n2)-c2ccccc2CC42CCCC2)cc1
→ 8%	?	-3%	?	12%	-19%	-3%	2%
11	c1ccc(-c2ccc(-c3nc(-c4ccccn4)no3)cc2)cc1
→ 1%	?	-8%	?	12%	-75%[inhibitor]	-9%	5%
12	Cc1ccc(NC(=O)C2CCCNC2=O)nc1 (stereo unspecified)
→ -6%	9%	-4%	5%	8%	4%	-1%	-5%
13	COc1cccc(Sc2ccccc2/C=N/NC(N)=O)c1
→ 3%	12%	-11%	1%	-2%	12%	1%	1%
14	CCc1cccc(CC)c1NC(=S)N1CCn2cccc2C1c1cccnc1 (stereo unspecified)
→ -5%	0%	3%	-4%	1%	5%	-1%	4%
15	CC(=O)N1CCc2ccc(S(=O)(=O)N3CCc4ccccc43)cc21
→ 14%	?	7%	5%	6%	-44%[inhibitor]	-14%	2%
16	Cc1cc(=O)[nH]c(N/N=C/c2ccc([N+](=O)[O-])cc2)n1
→ 7%	-3%	-4%	-3%	4%	-10%	3%	6%
17	Cc1ccc(S(=O)(=O)N2CCCOC2CNC(=O)C(=O)NCc2ccco2)cc1 (stereo unspecified)
→ 3%	?	-3%	3%	5%	37%	-2%	-1%
18	O=C(C1CCN(Cc2nc(Cc3cccc(F)c3)no2)CC1)N1CCOCC1
→ -2%	3%	6%	7%	4%	.	5%	-1%
19	Cc1snnc1C(=O)NC(=S)Nc1ccccc1
→ -6%	?	2%	-6%	9%	.	?	1%
20	COCCn1c(C)cc(C(=O)COc2cccnc2[N+](=O)[O-])c1C
→ -15%	5.6µM*	-3%	3%	-7%	-16%	-3%	-11%
21	Cc1cc(C(=O)Nc2sc3c(c2C#N)CCC(C)C3)no1 (stereo unspecified)
→ -1%	?	-5%	?	12%	14µM*	0%	-7%
22	O=C(CCC(=O)OCc1cccc([N+](=O)[O-])c1)Nc1ccc(F)cc1
→ 3%	-9%	3%	2%	5%	7%	-12%	4%
23	CCOC(=O)N1CCN(C(=O)CSc2nnc(-c3ccc(C)c(C)c3)o2)CC1
→ 9%	?	?	-14%	-7%	-7%	3%	-15%
24	COc1c(C)cc(C(=O)C2CCCN(C(=O)CCc3scnc3C)C2)cc1C (stereo unspecified)
→ 1%	?	-7%	5%	14%	.	-5%	-2%
25	N[C@@H](CO)c1nnc([C@H](Cc2ccc(O)cc2)NC(=O)C2CCNCC2)o1
→ 1%	2%	.	3%	0%	.	-2%	2%
26	Cc1ccc(CN2CCSc3ccc(C(=O)NCc4cccnc4)cc32)cc1
→ ?	?	?	?	6%	3%	15%	-3%
27	O=C(CNC(=O)c1ccco1)NCC(=O)OCc1cccc(Cl)c1
→ -9%	7%	-1%	4%	9%	-8%	1%	-11%
28	O=C(Nc1ccc(F)cc1)c1ccccc1S(=O)(=O)c1ccccc1[N+](=O)[O-]
→ 1%	0%	0%	12%	8%	-10%[1.84 µM]	10%	-5%
29	Nc1ccn(-c2ccc(Cl)cc2)c(=O)c1
→ 8%	?	-3%	12%	7%	-13%	-15%	5%
30	O=C(COC(=O)CCN1C(=O)c2ccccc2C1=O)Nc1ccc(S(=O)(=O)N2CCCC2)cc1
→ -2%	5µM*	4%	1%	11%	-23%	-18%	-6%

Next records follow:
Second line of a record – aGal spleen mod	ALDH1A1 block	GAA inhib	JMJD2E inh	RGS12 GoLoco inh	SMN2 splice enh	GAA glycogen	aGlu spleen mod
31	O=C(CSc1nnc2ccccn12)Nc1cccc(S(=O)(=O)N2CCOCC2)c1
→ 4%	8%	-4%	-9%	11%	1%	9%	-3%
32	COc1cc2c(c(OC)c1OC)-c1c(cc(OC)c(OC)c1OC)C[C@](C)(O)[C@@H](C)C2
→ 12%	.	.	4%	4%	.	7%	5%
33	CCOC(=O)CSc1nc2ccsc2c(=O)[nH]1
→ 0%	-8%	-2%	0%	3%	.	5%	2%
34	O=C1NCC(O)=C1C=NCCCO
→ -17%	8%	1%	6%	3%	-3%	6%	-14%
35	CCCCCn1c(=O)[nH]c2cc(C(=O)NCCCN(CC)CC)ccc2c1=O
→ ?	-10%	?	?	-1%	-18%	-10%	4%
36	COc1ccc(C2/C=C\CN(C(=O)OCc3ccccc3)CC(=O)N2Cc2ccc(F)cc2)cc1 (stereo unspecified)
→ -1%&1%	.	.	-14%	6%	.	3%	0%&-17%
37	COc1ccc(-c2c(NC(C)=O)n(C)c3ccccc3c2=O)cc1
→ 7%	?	4%	?	4%	-15%	-2%	7%
38	COc1ccc(NC(=O)N2CC[C@@]3(CCCN(C(=O)c4cc(C(F)(F)F)cc(C(F)(F)F)c4)C3)C2)cc1
→ 2%	0%	.	.	6%	-23%	.	-7%
39	COc1ccc(S(=O)(=O)n2cnc3cc(C)c(C)cc32)cc1
→ -4%	?	-1%	7%	5%	-28%	11%	-9%
40	CCCCOP(=O)(OCCCC)C(O)c1ccc(N(C)C)cc1 (stereo unspecified)
→ 15%	.	.	-9%	-21%	.	?	-1%
41	CC(C)CC(=O)NC(=S)Nc1ccc(N2CCCC2)c(Cl)c1
→ -3%	.	.	-8%	9%	.	5%	2%
42	CCOc1ccccc1C(=O)Nc1ccc(S(=O)(=O)N2CCOCC2)cc1
→ -10%	6%	-6%	6%	12%	2%	-4%	-16%
43	COc1ccc(NC2=CC(=S)NC(C)(C)C2)cc1
→ 5%	1%	-8%	0%	7%	.	?	1%
44	COCCCNC(=S)N/N=C/c1ccc(N(C)C)cc1Cl
→ 11%	?	3%	?	10%	.	?	2%
45	COc1cc2[nH]c(=S)n(Cc3cccs3)c(=O)c2cc1OC
→ -2%	1.1µM*	14%	-5%	7%	-4%	15%	-2%
46	Cc1cc2oc(=O)cc(-c3ccccc3)c2c(C)c1-c1cccc(N)c1
→ 1%[119 µM]	25µM*	.	.	1%[88.7 µM]	.	.	5%[119 µM]
47	CCCCC/C=C\C/C=C\CCCCCCCCCC(=O)NCC(=O)O
→ 1%	11%	.	3%	-2%	4%	.	-1%
48	Cc1cnc(CNc2ncnc3ccc(-c4ccccc4Cl)cc23)cn1
→ -3%	1%	.	.	19%	.	.	-9%
